RORg inh: blocks mouse ROR gamma transcriptional activity; P51450; Drosophila S2 Gal4-RORgamma UAS-luciferase reporter, 20 h; Potency, µM (doses to about 53.6 µM), for inactives: at the top dose activity change, negative = inhibition, most hits filed as inhibitors; 310,000 tested, 5.4% active; further: potency means the concentration at half of the fitted maximal effect; on the % scale 0 is the no-effect control and ±100 the full control effect; nearly all actives have a fitted effect of over 60% in size
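A Gal4/UAS one-hybrid system in insect cells: metallothionein-promoter Gal4–ROR gamma fusion plus Photinus luciferase reporter. Copper sulfate 700 uM final, 20 hr ambient incubation, luminescent detection after 10 min with reagent.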
ELG1 DNA repair: inhibitors of ELG1-dependent DNA repair in HEK293T cells; AID 504467; 330,000 tested, 2.3% active; Potency, µM (highest dose often 46.1 µM), for the others: at the highest dose activity change, negative = inhibition, usual class: inhibitors; HEK293T ELG1-luciferase reporter, luminescence, 16 h; DNA damage induced by 5-fluorouridine; further: potency means the concentration at half of the fitted maximal effect; on the % scale 0 is the no-effect control and ±100 the full control effect; nearly all actives have a fitted effect of over 55% in size
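Luminescence from the luciferase reporter, measured 30 min after ONE-Glo reagent at room temperature, was the read-out. Beforehand, 2,000 cells per well were exposed for 16 hr at 37 °C to 5-fluorouridine together with compound or vehicle.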
Mito fusion yeast: mitochondrial division inhibition or fusion activation. S. cerevisiae fusion-defective mutant growth rescue, CellTiterGlo 48 h. 320,000 tested, 0.23% active. Potency, µM (doses to about 46.1 µM), for inactives: at the top dose growth rescue (activation), actives largely listed as activators;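 further: potency means the concentration at half of the fitted maximal effect; % of control where 0% means no effect; nearly all actives have a fitted effect of over 45% in size; temperature-sensitive fusion mutants such as fzo1-1 at 37 °C on non-fermentable ethanol glycerol medium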
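Yeast fusion mutant, YPEG (non-fermentable carbon), compound, 48 h at 37C non-permissive; CellTiterGlo added, 10 min RT, luminescence read. Rescued growth = division inhibition.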
Rab9 promoter act: activates the Rab9 promoter | AID 485297 | Potency, µM (series often up to 9.22 µM), inactives show top-dose activation, negative = inhibition, hits mostly activators | 320,000 tested, 2.8% active | Huh7 Rab9 promoter-luciferase reporter, luminescence, 24 h; further: potency means the concentration at half of the fitted maximal effect; % of control where 0% means no effect; nearly all actives have a fitted effect of over 60% in size
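Promoter activation is measured as luciferase luminescence in Huh7 cells stably transfected with a Rab9 promoter–luciferase construct, following 24 h compound exposure at 37 °C and 10 min reagent incubation at ambient temperature.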
PKM2 activator: increases activity of human pyruvate kinase M2. 260,000 tested, 0.34% active. purified PKM2, Kinase-Glo ATP luminescence, activation; response scale: 0% is enzyme alone, no compound. P14618. Potency, µM (highest dose often 57.5 µM), inactives show at the top dose activation, hits mostly activators; further: potency means the concentration at half of the fitted maximal effect; on the % scale 0 is the no-effect control and ±100 the full control effect; nearly all actives have a fitted effect of over 55% in size
Target sequence (P14618 whole entry, looked up): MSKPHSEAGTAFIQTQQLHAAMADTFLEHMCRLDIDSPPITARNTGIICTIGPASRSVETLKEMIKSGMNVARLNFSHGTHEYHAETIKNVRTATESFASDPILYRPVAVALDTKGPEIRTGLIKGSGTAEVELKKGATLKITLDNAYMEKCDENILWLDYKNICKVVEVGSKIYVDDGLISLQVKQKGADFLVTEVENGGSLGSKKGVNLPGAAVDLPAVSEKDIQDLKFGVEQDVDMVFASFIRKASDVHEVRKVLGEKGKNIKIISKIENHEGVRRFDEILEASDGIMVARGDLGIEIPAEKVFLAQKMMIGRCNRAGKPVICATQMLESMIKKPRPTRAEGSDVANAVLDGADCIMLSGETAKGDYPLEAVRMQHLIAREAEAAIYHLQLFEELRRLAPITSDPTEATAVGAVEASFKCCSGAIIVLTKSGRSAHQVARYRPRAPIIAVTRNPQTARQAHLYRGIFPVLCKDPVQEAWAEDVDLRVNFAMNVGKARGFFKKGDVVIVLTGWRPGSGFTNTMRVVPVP
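Kinase-Glo luminescence reports ATP generated from ADP (0.1 mM) and PEP (0.5 mM) by purified hPK-M2 after 1 h at room temperature, pH 7.2 imidazole buffer; intermediate enzyme activity allows detecting inhibitors and activators.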
Gal4-VP16 FLuc: counter-screen for ROR gamma inhibitors: Gal4-VP16 reporter. Drosophila S2 Gal4-VP16 UAS-luciferase, luminescence, 20 h. 310,000 tested, 3.5% active. Potency, µM (doses to about 53.6 µM), inactives show at the highest dose activity, negative = inhibition, actives largely listed as inhibitors;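 further: Gal4-VP16 expression switched on by copper sulfate through the metallothionein promoter; potency means the concentration at half of the fitted maximal effect; on the % scale 0 is the no-effect control and ±100 the full control effect; nearly all actives have a fitted effect of over 50% in size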
FLuc modulator: inhibits or activates purified firefly luciferase, miR-21 counter-screen; P08659; Potency, µM (titrated, usually from 57.5 µM), for inactives: at the top dose activity change, negative = inhibition, usual class: inhibitors; purified FLuc, Km substrates, luminescence inhibition; 360,000 tested, 6.9% active; AID 588342;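 further: potency means the concentration at half of the fitted maximal effect; plate controls were vehicle for no effect and reference inhibitor for full effect; nearly all actives have a fitted effect of over 55% in size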
Target sequence (P08659 whole entry, looked up): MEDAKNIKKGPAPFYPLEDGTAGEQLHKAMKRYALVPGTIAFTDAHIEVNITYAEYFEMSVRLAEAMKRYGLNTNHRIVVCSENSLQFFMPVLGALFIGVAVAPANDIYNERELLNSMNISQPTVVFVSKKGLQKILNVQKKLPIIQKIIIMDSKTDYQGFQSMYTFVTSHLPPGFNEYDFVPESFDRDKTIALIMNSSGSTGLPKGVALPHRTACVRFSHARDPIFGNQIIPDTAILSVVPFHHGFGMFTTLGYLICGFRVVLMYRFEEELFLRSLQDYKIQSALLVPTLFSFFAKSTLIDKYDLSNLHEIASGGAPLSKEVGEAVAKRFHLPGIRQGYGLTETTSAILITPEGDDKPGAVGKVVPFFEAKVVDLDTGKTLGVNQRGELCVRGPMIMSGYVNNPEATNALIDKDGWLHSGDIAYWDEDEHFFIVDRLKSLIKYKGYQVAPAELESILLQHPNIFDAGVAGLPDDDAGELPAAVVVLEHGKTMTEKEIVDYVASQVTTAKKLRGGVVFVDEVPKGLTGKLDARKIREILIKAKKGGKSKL
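Purified P. pyralis luciferase (10nM final) with 10uM D-luciferin and 10uM ATP (Km levels) in 50mM Tris acetate pH 7.5, 10mM Mg acetate, 0.01% Tween-20, 0.05% BSA; qHTS 6-point titration, ~60 µM downward; luminescence read.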
KCNH2 3.1 inh: inhibitors of human KCNH2 3.1 potassium channel isoform | 340,000 tested, 0.95% active | AID 720553 | U2OS KCNH2 3.1, thallium flux FluxOr; active compounds read low | activity change, % (tested at about 1.8 µM);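 active means maximum activity change below -70%; inconclusive means maximum activity change from -70% to -50%; inactive means maximum activity change above -50%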;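 further: thallium influx rate constant from kinetic fluorescence after stimulation buffer; on the % scale 0 is the no-effect control and ±100 the full control effect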
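Normalized rate constant (relative to positive and negative DMSO controls) derived from a 2 min kinetic fluorescence read after stimulation; U2OS cells expressing the 3.1 isoform via virus at 1.77 x 10^8 /mL.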
Menin-MLL TR inh: inhibitors of human menin-MLL interaction, mutant MLL peptide | Potency, µM (doses to about 61.6 µM), inactives show at the highest dose FP activity change, negative = inhibition, actives largely listed as inhibitors | Menin + Texas Red MLL mutant peptide, fluorescence polarization | 270,000 tested, 0.23% active | O00255; active means well fitted inhibition curve with a large enough effect in the polarisation, with a control signal flat, not every such curve was filed as active; inconclusive means small, poorly fitted or top-dose-only effect, or effect the other way, or a change in a side signal; inactive means no such curve, though single readings can be large or run the other way; the % refers to the polarisation; further: potency means the concentration at half of the fitted maximal effect; % of control where 0% means no effect; many of its hits are not listed in these tables
MBNL1-CUG inh: MBNL1-poly(CUG) RNA binding inhibition; Q9NR56; TR-FRET MBNL1-His/biotin-(CUG)12 binding, 665/545 ratio; Potency, µM (series often up to 57.5 µM), without a hit: at the highest dose activity change, negative = inhibition, most hits filed as inhibitors; 280,000 tested, 0.036% active; AID 2675; active means well fitted inhibition curve with a large enough effect in the signal ratio, with a control signal flat, not every such curve was filed as active; inconclusive means small, poorly fitted or top-dose-only effect, or effect the other way, or a change in a side signal; inactive means no such curve, though single readings can be large or run the other way; the % refers to the signal ratio; further: potency means the concentration at half of the fitted maximal effect; on the % scale 0 is the no-effect control and ±100 the full control effect
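TR-FRET readout: Ex 340 nm, 665/545 nm emission ratio, normalized to buffer-only (basal) and MBNL1-(CUG)12 controls. Complex of MBNL1-His with Biotin-(CUG)12, compounds 92 nM–58 uM, incubated 60 min at room temperature.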
NPC1 promoter act: activates the NPC1 promoter. Huh7 NPC1 promoter luciferase reporter, 24 h. Potency, µM (doses to about 9.22 µM), for the others: top-dose activation, hits mostly activators. 320,000 tested, 2.4% active. AID 485313;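 further: potency means the concentration at half of the fitted maximal effect; % of control where 0% means no effect; nearly all actives have a fitted effect of over 60% in size; reporter is driven by a mutant NPC1 promoter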
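NPC1 promoter–luciferase Huh7 cells; 24 h compound; luminescence.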
* = called active by the depositor; ? = inconclusive; . = not tested or not shown; & = joins results of further samples; [ ] = remark or other dose. Unless noted, the call rests on the fitted dose curve; in most records, active means well fitted curve in the direction sought with a large enough effect; inconclusive means small, poorly fitted or top-dose-only effect, or another doubt; inactive means no such curve, though single readings can be large; an effect the other way counts as inactive or inconclusive. An excerpt (hit frequency here may not be typical).

SMILES	RORg inh	ELG1 DNA repair	Mito fusion yeast	Rab9 promoter act	PKM2 activator	Gal4-VP16 FLuc	FLuc modulator	KCNH2 3.1 inh	Menin-MLL TR inh	MBNL1-CUG inh	NPC1 promoter act
CCC(C)N1CCN(S(=O)(=O)c2ccc(NC(C)=O)cc2)CC1 (stereo unspecified)	-14%	-16%	-3%	0%	0%	1%	3%	2	4%	-4%	2%
Cc1c(C(=O)O)sc(S(=O)(=O)N2CCN(C(=O)Cc3ccc(F)cc3)CC2)c1C(=O)O	.	3%	-2%	0%	.	.	.	13	.	.	-3%
CN1CCN(C(=O)CCC(=O)O)CC1	5%	6%	1%	-1%	2%	2%	-3%	24	.	-2%	-2%
O=C(COC(=O)COc1ccccc1[N+](=O)[O-])Nc1cccc(Br)c1	20%	16%	-5%	0%	4%	21%	-4%	0	14%	0%	-5%
O=C1NC(=S)CN1c1ccccc1	?	3%	3%	-1%	-25%	?	?	18	.	6%	0%
O=c1[nH]cc(S(=O)(=O)N2CCN(c3cccc(Cl)c3)CC2)c(=O)[nH]1	.	14%	7%	-1%	.	.	0%	19	.	.	2%
CCOC(=O)c1sc(NC(=O)CN2C(=O)NC3(CC(C)CC(C)(C)C3)C2=O)cc1C (stereo unspecified)	.	0%	-1%	-2%	.	.	2%	14	.	.	-2%
COc1ccc(C)cc1NC(=O)CCN1CCCC1	-8%	10%	0%	-1%	0%	9%	-1%	3	-6%	-3%	0%
COC(=O)CNC(=O)c1cccc(-c2ccc(OC)cc2)c1	26%	?	6%	15%	8%	-3%	19µM*	17	-15%	-2%	8%
CN(C)/C=N/N(C)c1ncccc1[N+](=O)[O-]	-23%	0%	-3%	1%	3%	-3%	-2%	-32	.	16%	-1%
CC1CCN(S(=O)(=O)c2ccc3nc(N4CCN(c5ccccc5)CC4)ccc3c2)CC1	4%	22%	2%	5%	.	1%	3%&0%	-15	.	-7%	-24%
COc1ccccc1N1CCN(C(=O)CSc2nnc(NC(=O)C3CC3)s2)CC1	9%	?	-5%	6%	1%	2%	-7%	0	-8%	-7%	-2%
O=C(O)C1CCN(C(=O)c2ccccc2Cl)CC1	-1%	6%	-1%	1%	4%	4%	2%	11	7%	-3%	0%
O=C(/C=C/c1ccc(Cl)cc1Cl)N(Cc1ccccc1)C1CCS(=O)(=O)C1 (stereo unspecified)	35%	5%	25%	-9%	-2%	-9%	?	-3	-1%	.	-2%
C=CCOc1ccc(C2c3c(oc4ccccc4c3=O)C(=O)N2CCCN2CCOCC2)cc1 (stereo unspecified)	10%	28%	-4%	0%	2%	-9%	4%	-6	9%	?	-3%
Cc1cc(C)n(-c2ccc(C(=O)NCc3ccc(F)cc3)cc2)n1	18%	5%	-4%	6%	2%	4%	0%	10	10%	-4%	4%
O=C(c1cc(-c2ccc(Cl)cc2Cl)on1)N1CCN(C(=O)c2ccco2)CC1	1%	?	-8%	3%	-3%	-2%	30µM*	-15	-2%	9%	2%
Clc1ccc2nc(-c3ccccc3)nc(C(Cl)Cl)c2c1	27%	2.3µM*	3%	-47%[inhibitor]	-3%	4%	-10%	1	.	-9%	-39%[inhibitor]
Nc1nc(NCCN2CCOCC2)nc(NCc2ccccc2)c1[N+](=O)[O-]	-8%	-1%	-3%	0%	-8%	-17%	1%	5	.	.	-2%
CC(C)(C)c1cc(NC(=O)c2cc(F)c(F)c(F)c2F)no1	-5%[0.365 µM]	18%	-4%	0%	-5%	.	-2%	-5	2%	-3%	-18%
N#CCCn1cc(C(=O)NCc2ccccc2)c(-c2cccs2)n1	2%	3%	-6%	0%	1%	-3%	0%	12	-5%	0%	-4%
O=C(NCCOC(=O)c1ccc(Cl)c(S(=O)(=O)N2CCCCC2)c1)c1ccncc1	-18%	?	-1%	-2%	-1%	5%	-2%	-5	-5%	0%	-3%
Cc1c(CN2CCC(Oc3ccc(C(=O)N4CCCCC4)cc3)CC2)cnn1C	9%	2%	-1%	17%	-6%	0%	0%	.	.	-4%	2%
O=C(NCc1ccccc1)c1c[nH]c2cc3c(cc2c1=O)OCCO3	?	?	-2%	2.5µM*	-1%	?	2.4µM*	-3	-1%	4%	3.2µM*
CCOC(=O)c1nnn(-c2nonc2N)c1CSc1nnc(N)s1	-2%	?	-5%	2%	-13%	5%	-1%	6	0%	-16%	-5%
COc1ccc(C(=O)NNC(=O)C(NC(=O)c2ccccc2NC(=O)c2ccco2)C(C)C)cc1 (stereo unspecified)	-14%	-2%	-3%	2%	0%	-6%	2%	6	-2%	.	0%
CCN1C(=O)C(O)(CC(=O)C(C)(C)C)c2cc(Br)ccc21 (stereo unspecified)	-15%	0%	-3%	-6%	?	-1%	4%	.	-25%	-5%	2%
CCOc1ccc2nc(NC3=NCN(Cc4ccco4)CN3)nc(C)c2c1	0%	-2%	3%	6%	0%	1%	0%	.	1%	-2%	0%
COc1ccc(-n2c(SCC(=O)O)nc3sc4c(c3c2=O)CCCC4)cc1	-5%	10%	-7%	-2%	.	10%	0%	4	14%	-17%	1%
N#Cc1cc2c([nH]c1=O)CCCC2	0%	15%	-1%	0%	-4%	9%	0%	4	-11%	0%	0%
Cc1ccc2nc(-c3ccc(SCC(=O)O)nc3)[nH]c2c1	-12%	?	-4%	6%	-12%	-19%	5.4µM*	10	3%	3%	-3%
COC(=O)C1=C(Nc2ccc(C)cc2)C=C(C)C(C(=O)OC)C1c1ccc(OC)cc1 (stereo unspecified)	?	-1%	7%	-7%	-1%	6%	9%	-9	-12%	?	-15%
CC(C)CCNC(=O)C1C2C=CC3(CN(Cc4ccccc4Cl)C(=O)C13)O2 (stereo unspecified)	-9%	?	-2%	1%	2%	-1%	1%	2	-17%	?	-2%
O=C1Nc2ccc3sc4ccccc4c3c2C1=O	?	1%	-7%	-3%	3%	-2%	-6%	1	?	?	-11%
CCCCNC(=O)CN1C(=O)NC(CCc2ccccc2)C1=O (stereo unspecified)	7%	-3%	-1%	5%	0%	-7%	-1%	13	-1%	1%	-6%
COc1cccc(N=Nc2c(=O)[nH]n3c(=O)cc(C)[nH]c23)c1	5%	15%	0%	0%	3%	1%	?	3	.	?	10%
c1ccc(CSc2nnc([C@@H]3CCCN3)o2)cc1	18%	8%	3%	20%	-11%	0%	-1%	0	-8%	-3%	-1%
Cc1ccc(NN=C2c3ccccc3-c3ccccc32)cc1	-8%	?	-1%	?	7%	-4%	15µM*	5	?	11%	?
O=C(O)/C=C/c1ccc(Oc2ncccn2)cc1	8%	15%	2%	-4%	.	-8%	-2%	-5	8%	-7%	-4%
COc1cc(C(=O)OCC(=O)c2cc(C)n(C)c2C)cc(OC)c1OC	-1%	?	-2%	2%	4%	-3%	-19%	41	0%	-5%	-19%
Cc1cc(C)c(C)c(S(=O)(=O)N2CCN(c3ncnc4sc(C)c(C)c34)CC2)c1C	-18%	1%	1%	-1%	0%	2%	9%	-3	.	-7%	2%
Cc1cc(C)n(-c2n[nH]c(=O)c3ccccc23)n1	29%	4%	5%	-6%	7%	-3%	-5%	7	.	3%	-4%
COc1ccc(C(=O)Nc2ccc(S(=O)(=O)NC(C)(C)C)cc2)cc1[N+](=O)[O-]	26%	?	-6%	-8%	-3%	-26%	-2%	-5	?	?	-5%
O=C1C=C(c2cccc(CO)c2)C[C@@H](c2ccc(F)cc2)C1	.	9%	10%	0%	.	.	0%	14	.	.	1%
CCn1c(SCC(=O)NC2CCCC2)nnc1-c1ccccn1	.	-2%	0%	0%	1%	.	-3%	20	-11%	-1%	-3%
COc1cccc(OC)c1C(=O)Nc1ccc(CN2CCOCC2)cc1	-11%	-1%	-5%	-6%	-13%	8%	0%	-11	1%	-3%	0%
COC(=O)CNC(c1ccccc1)c1cc(Br)ccc1NC(C)=O (stereo unspecified)	6%	12%	-9%	-10%	-15%	-4%	0%	-32	-15%	1%	-6%
CCC(C)[C@H](NC(=O)NC1CCCc2ccccc21)C(=O)O (stereo partly specified)	-7%	-6%	0%	0%	-8%	3%	0%	0	-12%	5%	-1%

Screening data deposited in PubChem by National Center for Advancing Translational Sciences (NCATS).
